# Assay outcomes: PubChem, Sanford-Burnham Center for Chemical Genomics
# Apaf-1 inh: inhibitors of human Apaf-1 apoptosome, primary screen, biochemical, DEVD-Rh110 fluorescence, uHTS. inhibition, % at 20 µM. Apoptotic protease-activating factor 1 (Homo sapiens), O14727. reconstituted apoptosome caspase-3 activity. 330,000 tested, 0.71% active; active means inhibition of at least 40% at 20 µM;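 further: plate controls were DMSO wells for no effect and DEVD-CHO caspase inhibitor wells for full effect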
#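 Medium: Hepes buffer, pH 7.5 / System: biochemical Apaf-1 apoptosome reconstitution / Measured by: Rh110 fluorescence, excitation 480 nm, emission 540 nm / Times: compound with Apaf-1, dATP, procaspase-3 30 min, then 50 min reaction, room temperature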
# Gli-Sufu antag: Gli-Sufu pathway antagonists, primary screen, luciferase luminescence, Sufu-KO-LIGHT cells, uHTS | AID 588413, 2011 | 340,000 tested, 0.74% active | inhibition, % at 5 µM | Sufu-KO-LIGHT fibroblasts, Gli luciferase reporter luminescence;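 active means inhibition above about 55%, limit read from the data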;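 further: 0% = DMSO-treated cells and 100% = wells with medium but no cells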
# EBI2 antag: EBI2 receptor antagonists, beta-arrestin recruitment, primary screen, cell-based, luminescence, 7a,25-OHC stimulation, uHTS; AID 651636, 2012; inhibition, % at 5 µM; G-protein coupled receptor 183 (Homo sapiens), P32249; 7a,25-OHC stimulated; 360,000 tested, 0.81% active; in the data active means inhibition above about 38%;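 further: enzyme fragment complementation signal reports receptor beta-arrestin coupling in cells; 0% = agonist plus DMSO wells and 100% = wells without agonist; some results beyond the cut were filed as inactive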
# Jurkat NFkB inh: inhibitors of induced NF-kB luciferase reporter, primary screen, TCR NF-kB activation inhibitor project, cell-based, luminescence, uHTS; Jurkat, PMA/ionomycin-induced NF-kB luciferase reporter; inhibition, % at 4 µM; 330,000 tested, 0.53% active; AID 435003, 2010
# SENP8 block: SENP8 protease inhibitors, primary screen, biochemical, luminescence; purified SENP8, Z-RLRGG-aminoluciferin cleavage; inhibition, % at 10 µM; 330,000 tested, 1.2% active
# Target sequence (Q96LD8 whole entry, looked up): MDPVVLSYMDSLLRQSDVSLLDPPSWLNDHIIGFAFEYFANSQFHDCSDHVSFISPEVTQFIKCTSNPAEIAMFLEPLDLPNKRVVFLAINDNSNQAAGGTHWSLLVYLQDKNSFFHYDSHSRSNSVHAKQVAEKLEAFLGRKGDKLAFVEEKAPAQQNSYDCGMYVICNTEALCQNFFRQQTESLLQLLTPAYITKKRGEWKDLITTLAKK
# 697 NFkB inh: inhibitors of PMA/ionomycin-induced NF-kB reporter, 697 cells, primary screen, B-cell NF-kB inhibitor project, cell-based, luminescence, uHTS; 697 B-cell NF-kB luciferase reporter, 16 h; inhibition, % at 4 µM; 330,000 tested, 0.33% active; AID 435022, 2010; in the data active means inhibition above about 35%
# CCR6 antagonist: CCR6 receptor antagonists, primary screen, cell-based, CHO-K1, luminescence, beta-arrestin, uHTS; inhibition, % at 20 µM; C-C chemokine receptor type 6 (Homo sapiens), P51684; CHO-K1 CCR6 PathHunter beta-arrestin, CCL20-stimulated; 340,000 tested, 0.49% active;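 active means compounds whose inhibition of the agonist-driven luminescence signal at 20 µM reaches about 50%, limit read from the data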;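 further: cells stimulated with CCL20 at 14 nM final; plate controls were DMSO with CCL20 for no effect and DMSO without agonist for full effect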
# Target sequence (P51684 whole entry, looked up): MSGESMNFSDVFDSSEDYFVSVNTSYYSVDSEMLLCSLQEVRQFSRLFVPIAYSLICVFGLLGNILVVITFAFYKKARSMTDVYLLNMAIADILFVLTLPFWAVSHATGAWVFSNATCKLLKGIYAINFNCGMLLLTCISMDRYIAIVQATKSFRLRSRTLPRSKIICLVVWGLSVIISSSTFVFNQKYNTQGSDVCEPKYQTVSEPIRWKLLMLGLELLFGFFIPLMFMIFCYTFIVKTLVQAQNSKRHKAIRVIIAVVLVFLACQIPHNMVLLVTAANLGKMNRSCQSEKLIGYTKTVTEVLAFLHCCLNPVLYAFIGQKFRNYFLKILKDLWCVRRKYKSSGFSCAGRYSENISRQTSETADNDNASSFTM
# UBC13 polyUb: UBC13 polyubiquitin chain formation inhibitors, primary screen, biochemical, TR-FRET, uHTS | AID 485273, 2010 | inhibition, % at 20 µM | Ubiquitin-conjugating enzyme E2 N (Homo sapiens), P61088 | 330,000 tested, 0.47% active; in the data active means inhibition above about 45%, passing the limit was not always enough
# Target sequence (P61088 whole entry, looked up): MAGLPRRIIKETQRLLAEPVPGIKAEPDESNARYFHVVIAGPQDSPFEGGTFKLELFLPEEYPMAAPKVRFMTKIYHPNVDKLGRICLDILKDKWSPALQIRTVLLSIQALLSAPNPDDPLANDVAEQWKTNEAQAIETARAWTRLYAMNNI
# Starred values were filed as active, the others as inactive; x = no result given. Unless noted, no stated cut-off is given here; in the data, active means inhibition above about 50%; inactive means the rest. This is a subset. The share of hits here may be higher or lower than overall.
SMILES,Apaf-1 inh,Gli-Sufu antag,EBI2 antag,Jurkat NFkB inh,SENP8 block,697 NFkB inh,CCR6 antagonist,UBC13 polyUb
CN(C)c1nc(N(C)C)nc(N(C#N)CN2C(=O)c3ccccc3C2=O)n1,2,x,x,-4,-14,9,x,-12
NC(N)=NS(=O)(=O)c1ccc(N)cc1,-7,4,-11,13,8,3,-1,4
C=C[C@@H]1c2ccccc2N(S(=O)(=O)c2ccc(C)cc2)[C@H](c2ccc(OC(C)=O)cc2)C1(C#N)C#N,15,0,19,6,2,6,5,9
COc1ccc(CC(=O)N/N=C/c2cc([N+](=O)[O-])cc(Br)c2O)cc1,4,4,3,-4,-7,17,38,-25
COc1ccc(CNC(=O)c2cncc(Br)c2)cc1,-3,19,16,-11,4,-4,4,6
COc1ccc(NC(=S)N(CCN(C)C)C(C)c2ccncc2)cc1Cl (stereo unspecified),-9,8,-4,0,1,9,11,11
O=C(O)c1cccc([N+](=O)[O-])c1C(=O)Nc1cccc2ccccc12,37,6,-6,7,21,-9,0,-11
O=C(NCc1ccccn1)C1CCCN(Cc2cnn(-c3ccccc3)c2-n2cccc2)C1 (stereo unspecified),2,15,10,15,2,4,7,-4
COC(=O)c1ccc(N2CCN(S(=O)(=O)c3c(C)cc(C)cc3C)CC2)c([N+](=O)[O-])c1,21,25,11,10,-3,-6,10,-10
CCNS(=O)(=O)c1ccc(NC(=O)c2cc(C(F)(F)F)nn2C)cc1,13,19,-2,-5,-4,-9,8,5
COc1ccccc1NC(=S)NC(=O)CCCOc1ccc(Cl)cc1Cl,-13,-1,4,6,1,3,-4,2
CC(C)=CCC/C(C)=C/C=N/NC(=O)c1ccc([N+](=O)[O-])cc1,-1,3,1,-20,0,-7,37,-4
O=C(CNC(=O)C12CC3CC(CC(C3)C1)C2)OCC(=O)N1CCCCC1,5,-18,-7,5,5,14,15,2
CCOC(=O)c1sc(-c2ccc(C)cc2)c(C#N)c1C,0,-21,6,-25,-4,-37,-2,2
COc1ccc(NC(=O)N2CCC(Cc3ccccc3)CC2)cc1,-6,24,65*,0,8,-12,19,8
Cc1ccc(NC(=O)NCC2CCN(Cc3cccc(Cl)c3)CC2)c(Cl)c1,-1,7,17,9,-8,13,8,21
CC(=O)Nc1ccc(S(=O)(=O)Nc2ccc(-n3cnnn3)cc2)cc1,-9,2,9,7,4,17,2,-4
Cc1ccc(CCNC(=O)C23C[C@H]4C[C@@H](C2)CC(n2nnc(C)n2)(C4)C3)cc1,-11,4,5,-15,8,-2,6,-4
CC1CCN(CC(=O)N2CCCc3c2c(=O)oc2ccc(OCc4ccccc4)cc32)CC1,19,-54,23,6,-2,12,18,14
CC(=O)/C(N=Nc1cc2c(c([N+](=O)[O-])c1C)C(C)(C)CC2(C)C)=C(\C)O,1,15,-14,1,-1,-22,28,2
COc1ccc(C(=O)NN/C(C)=C/C(=O)C(F)(F)C(F)(F)C(F)(F)F)cc1,8,-18,-13,11,-2,14,-3,-10
COCCn1c(SCC(=O)Nc2ccccc2)nc2c1c(=O)[nH]c(=O)n2C,14,4,-9,4,-7,9,-6,-1
O=C(Nc1cccc2ncccc12)c1cc([N+](=O)[O-])ccc1Cl,8,5,-3,-14,-9,-3,6,0
CC(OC(=O)c1cc2sccc2n1C)C(=O)NCCc1ccccc1 (stereo unspecified),14,-6,10,-22,2,-43,3,-2
CCOc1ccccc1NC(=O)c1cc(S(=O)(=O)N2CCOCC2)ccc1C,-1,11,4,0,-1,-32,9,-4

# Five of the compounds above, bar-delimited:
Structure | Apaf-1 inh | Gli-Sufu antag | EBI2 antag | Jurkat NFkB inh | SENP8 block | 697 NFkB inh | CCR6 antagonist | UBC13 polyUb
COc1ccc(NC(=S)N(CCN(C)C)C(C)c2ccncc2)cc1Cl (stereo unspecified) | -9 | 8 | -4 | 0 | 1 | 9 | 11 | 11
O=C(O)c1cccc([N+](=O)[O-])c1C(=O)Nc1cccc2ccccc12 | 37 | 6 | -6 | 7 | 21 | -9 | 0 | -11
O=C(NCc1ccccn1)C1CCCN(Cc2cnn(-c3ccccc3)c2-n2cccc2)C1 (stereo unspecified) | 2 | 15 | 10 | 15 | 2 | 4 | 7 | -4
COC(=O)c1ccc(N2CCN(S(=O)(=O)c3c(C)cc(C)cc3C)CC2)c([N+](=O)[O-])c1 | 21 | 25 | 11 | 10 | -3 | -6 | 10 | -10
CCNS(=O)(=O)c1ccc(NC(=O)c2cc(C(F)(F)F)nn2C)cc1 | 13 | 19 | -2 | -5 | -4 | -9 | 8 | 5

# The list continues:
SMILES,Apaf-1 inh,Gli-Sufu antag,EBI2 antag,Jurkat NFkB inh,SENP8 block,697 NFkB inh,CCR6 antagonist,UBC13 polyUb
Fc1ccc(/C=N/n2c(-c3cccs3)n[nH]c2=S)cc1,27,0,10,-4,1,-38,-15,-12
Cc1ccc(NC(=O)Cn2nc(-c3ccccc3)nc2-c2ccccc2)c(C)c1,2,4,-4,9,-2,-7,17,-8
CCOC(=O)c1cc2ccc(OC)c(OC)c2c(=O)s1,1,18,-1,-2,-12,-6,-10,-13
O=C(O)c1cnn(-c2nc(-c3cccc(F)c3)cs2)c1C(F)(F)F,0,2,0,-17,-9,-36,2,-3
CCN(CC(=O)Nc1c(F)cccc1F)C(=O)CSc1nc2ccccc2o1,0,-7,1,0,-1,10,6,2
O=C(O)c1cnn2cc(-c3[nH]ncc3[N+](=O)[O-])cnc12,-3,4,-1,4,-7,9,17,-9
COc1ccc(/C=N/Nc2cc(N3CCOCC3)nc(C)n2)c(OC)c1,0,33,-5,14,2,27,-12,-4
CCOC(=O)CSc1n[nH]c(NC(=O)c2cccc(C(F)(F)F)c2)n1,-11,-5,4,11,-4,22,-10,2
CCC(=O)N1CCc2cc(S(=O)(=O)NCCC(=O)Nc3ccccc3C)ccc21,10,4,-2,-7,-4,1,2,7
O=C(Nc1ccccc1)c1ccccc1N=Cc1cccc(O)c1,8,-7,8,-17,-11,-21,6,18
O=C(NCC1CCCO1)C1CCCN(S(=O)(=O)c2ccc(Br)cc2)C1 (stereo unspecified),-20,2,-8,-14,-7,6,-3,9
CN1CCN(NC(=O)CN2C(=O)/C(=C/c3ccccc3Cl)SC2=S)CC1,7,4,-4,-3,-2,8,11,31
Cc1nc(-c2ccc(Cl)cc2)sc1C1(C)CC(c2ccc(OC(F)(F)F)cc2)=NO1 (stereo unspecified),5,0,-8,-13,2,10,4,12
CN1CCN(C(=O)CN(c2ccccc2)S(=O)(=O)N(C)C)CC1,-11,13,x,-5,2,6,15,-4
C=CCOc1ccc(/C(O)=C2/C(=O)C(=O)N(CCCn3ccnc3)C2c2ccco2)cc1 (stereo unspecified),17,-7,-13,-17,-5,-14,-4,-16
COc1ccc(C(=O)C2CCCN(C(=O)c3ccc4cc[nH]c4c3)C2)c(C)c1 (stereo unspecified),0,-4,-4,0,-10,16,4,-5
Cc1ccc(CN2CCN(CC(=O)NC(C)c3ccc4c(c3)OCCO4)C2=O)cc1 (stereo unspecified),0,-1,1,11,2,3,11,9
Cc1cc(C(=O)CSc2nc(N)cc(N)n2)c(C)n1C1CC1,15,-3,-6,-10,-12,-1,0,-12
Cc1ccc(C2(c3noc(CN(C)CCO)n3)CCCC2)cc1,1,-4,-1,6,1,16,1,9
NC(=O)Nc1ccc(C(=O)OCC(=O)NC2CCCCC2)cc1,0,-2,-12,6,3,6,4,2
O=C(Nc1cccc(F)c1)C1CCN(C(=O)c2ccccc2Cl)CC1,-3,1,2,-12,-3,7,2,7
O=C(CSc1nnc(-c2cnccn2)n1Cc1ccco1)c1ccccc1,-4,1,-1,-9,-2,6,-3,6
Cc1cc(C)cc(C(=O)N2CC(=O)Nc3ccccc32)c1,-5,x,-23,60*,2,9,-4,5
CCC1(C)Cc2c(sc3[nH]c(=S)[nH]c(=S)c23)CO1 (stereo unspecified),8,7,-6,-17,-13,-5,14,41
O=C(NCCOC(=O)c1ccc(Cl)c(S(=O)(=O)N2CCCCC2)c1)c1ccncc1,-1,-1,2,-3,0,6,17,3

# Next part.
SMILES,Apaf-1 inh,Gli-Sufu antag,EBI2 antag,Jurkat NFkB inh,SENP8 block,697 NFkB inh,CCR6 antagonist,UBC13 polyUb
O=C(NCCc1ccccc1)c1ccccc1SCC(=O)N1CCCC1,60*,-21,8,-23,-5,-25,6,31
Nc1ccccc1Oc1ccc2ccccc2c1,-9,-22,4,-3,-6,0,20,4
CC1(C(=O)NCc2ccc(Cl)c(Cl)c2)Oc2cccnc2NC1=O (stereo unspecified),-3,10,3,4,-2,13,-12,-8
COc1cc(/C=N/NC(=O)c2ccc([N+](=O)[O-])cc2Cl)cc(Br)c1O,16,-2,-13,-11,-11,14,22,-18
CSc1ccc2nnc(-c3cccc(F)c3)n2n1,-2,-5,-3,-7,4,1,0,4
Cc1cccc(-c2cnn(-c3ccccc3)c2N)c1,13,x,3,-61,44,-76,4,-1
CN(C)CCCNc1cc(C(C)(C)C)nc2c(-c3ccccc3)cnn12,15,-24,-12,4,-4,-111,28,66*
CC1CCC2(CC1)NC(=O)N(CC(=O)N1CCN(S(=O)(=O)c3ccccc3)CC1)C2=O (stereo unspecified),3,-2,-4,7,-12,4,7,-7
CCN(c1ccccc1)S(=O)(=O)c1cccc(C(=O)NCCN2CCOCC2)c1,44*,-1,3,7,-5,6,8,24
CCC(C)(C)NC(=O)C(c1ccco1)N(C(=O)c1csnn1)c1cccc(F)c1 (stereo unspecified),5,42,-6,-9,-1,-2,22,0
CC1(C)C[C@H]2C3=CCC4[C@@]5(C)CC[C@H](O[C@@H]6O[C@H](C(=O)O)[C@@H](O)[C@H](O)[C@H]6O)[C@@](C)(CO)C5CC[C@@]4(C)[C@]3(C)C[C@H](O)[C@@]2(CO)[C@@H](O)[C@@H]1O (stereo partly specified),10,3,-11,-6,-4,11,-8,-3
COc1ccccc1NC(=O)N1CCn2c(nc3ccccc32)C1,-17,4,-5,10,1,16,-11,17
CC(=O)Nc1ccc(NC(=O)CNC(=O)COc2ccccc2)cc1,0,-6,0,-3,-7,2,13,0
CCOP(=O)(/C(C#N)=C(/O)c1ccccc1)c1ccccc1 (stereo unspecified),-9,6,1,-7,2,11,6,-6
COC(=O)c1[nH]c2cc(OC)ccc2c1NC(=O)CCN1CCCC(C)(C)C1,-16,-1,4,-13,3,-5,-16,-6
O=C(CSc1nc2ccccc2c(=O)n1CC1CCCO1)Nc1ccc(F)cc1 (stereo unspecified),1,21,3,6,2,1,15,6
O=S(=O)(c1cc(F)ccc1F)N1CCC2(CC1)OCCN2S(=O)(=O)c1cccs1,13,2,4,0,-9,-16,1,-1
CCCCCCCCCCOC(=O)NC1CCS(=O)(=O)C1 (stereo unspecified),16,24,7,8,-4,-5,-3,2
COc1ccc(C(=O)Nc2ccc(S(=O)(=O)NC(C)=O)cc2)cc1[N+](=O)[O-],-9,2,-5,11,2,11,19,0
COc1ccc(Cc2nnc(NC(=O)c3ccccc3Cl)s2)cc1OC,2,1,-6,-10,-1,6,19,-2
O=C(C1=COCCO1)N1CCN(c2nc3ccc([N+](=O)[O-])cc3s2)CC1,6,20,-4,18,3,9,6,-4
O=C(NC(=S)Nc1cc(C(F)(F)F)ccc1N1CCOCC1)c1ccc(-c2cccc(Cl)c2)o1,9,-3,-20,4,-16,1,28,-16
Cc1nc(CN(C)C(=O)c2cc(COc3c(F)cccc3F)on2)cs1,3,-6,2,3,-10,-2,7,3
CCn1c(SCC(N)=O)nnc1-c1ccc2[nH]c(C)c(C)c2c1,13,4,1,7,-6,6,2,-5
